Bioassay records (PubChem)
TAG inh – reduces triacylglycerol accumulation in H9c2 cells | Nile Red lipid (TAG) fluorescence; cells loaded with 200 µM oleic acid | inhibition, % at 12.5 µM | 230,000 compounds, 0.66% hits;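 active = pattern-corrected inhibition of lipid staining of at least 50% with the nuclear-stain viability signal not falling by more than 50%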;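 note: 0% = DMSO wells and 100% = triacsin C control wells; some results filed as inactive read as strong as hits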
TAG inh DAPI viability – recorded beside TAG inh, whose call it bears; DAPI nuclei signal change (viability), lower = more cytotoxic, %;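 whole-well DAPI fluorescence read on a plate reader as a viability signal; minus 50 percent equals half of cells still viable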
* marks the source's active call; other numbers are inactive results.

#	compound	TAG inh	TAG inh DAPI viability
1	Cc1cccc(/C(N)=N/OC(=O)CCCN2C(=O)c3ccccc3C2=O)c1	-6	-11
2	CC(Sc1nc2ccccc2[nH]1)C(=O)NC1CCCCC1C (stereo unspecified)	-15	4
3	COc1ccc(N(CCC(=O)NCCc2ccccc2)S(=O)(=O)c2ccc(C)cc2C)cc1	-7	2
4	O=C(Cn1cc(COc2ccc(Cl)c(Cl)c2)nn1)NS(=O)(=O)c1ccccc1OC(F)(F)F	1	-1
5	CN(C)c1ccc(C(O)P(=O)(OCc2ccccc2)c2ccc(N(C)C)cc2)cc1 (stereo unspecified)	-9	3
6	Cc1cc(O)cc2c(=O)c3ccccc3sc12	4	17
7	Cc1nc2ccc(C(=O)Nc3cccc([N+](=O)[O-])c3)cc2s1	4	5
8	O=C(Cc1cccs1)NCCc1cn2ccccc2n1	1	-3
9	COc1ccc(-c2ccc3c(c2)C2CC3CCN2CCC#N)cc1 (stereo unspecified)	-6	4
10	COc1ccc(-c2nn(-c3ccccc3)cc2C(=O)N2CCN(S(=O)(=O)c3cccc(F)c3)CC2)cc1	-14	-11
11	C=CCOc1c(Cl)cc(CNn2cn[nH]c2=S)cc1OC	22	-8
12	CC(C(=O)N1CC2(C)CC1CC(C)(C)C2)N1C(=O)c2ccccc2C1=O (stereo unspecified)	-6	6
13	Cc1cccc(C)c1NC(=O)C1(N(Cc2ccco2)C(=O)CC2NC(=O)NC2=O)CCCCC1 (stereo unspecified)	-9	5
14	O=C(N1CCCCCC1)N1CCN(S(=O)(=O)N2CCOCC2)CC1	-13	12
15	COc1ccc(CCNC(=O)c2ccc3c(c2)OCCO3)cc1	4	0
16	O=C/C(=C\Nc1ccc(Cl)cn1)c1nc2ccccc2o1	-13	7
17	CC1CCCc2sc3nc(NCc4ccco4)n4ncnc4c3c21 (stereo unspecified)	-42	4
18	CC1(C)C(=O)OC(/C=C\c2ccccc2)C(C)(C)C1=O (stereo unspecified)	-6	1
19	O=C(N/N=C/C=C/c1ccccc1[N+](=O)[O-])c1ccncc1	3	-10
20	NC(=O)COC(=O)CCSc1ccc(Cl)cc1	-34	-7
21	Cn1cc(CN2CCCC(C(=O)c3cccs3)C2)c(-c2cccc(Cl)c2)n1 (stereo unspecified)	-9	17
22	COc1cc(C(=O)Nc2ccc(Cl)c([N+](=O)[O-])c2)cc(OC)c1OC	8	-4
23	CC(C)C[C@H](NC(=O)c1[nH]cnc1C(=O)Nc1ccc(Cl)cc1)C(=O)OC(C)(C)C	26	-37
24	COc1ccc(OC)c(NC(=O)CCN2CC(C)OC(C)C2)c1 (stereo unspecified)	3	-4
25	CC(O)[C@H]1CC[C@H]2[C@@H]3CC[C@H]4C[C@H](O)CC[C@]4(C)[C@H]3[C@H](O)C[C@]12C (stereo partly specified)	2	2
26	NS(=O)(=O)c1cccn1-c1ncc(C(F)(F)F)cc1Cl	-5	4
27	COc1ccc(NC(=O)NN2CCOCC2)cc1OC	-9	11
28	COc1cc(COc2ccc3c(C)c(Cc4ccccc4)c(=O)oc3c2)cc(OC)c1OC	2	-2
29	COc1ccccc1N1CCN(C(=S)NC(=O)c2ccc([N+](=O)[O-])cc2)CC1	-14	1
30	COc1ccccc1CNC(=O)C1COc2ccccc2O1 (stereo unspecified)	-16	-2
31	CCN1CCN(CC(=O)N2N=C(c3cccs3)CC2c2ccc(OC)c(OC)c2)C(=O)C1=O (stereo unspecified)	-7	-14
32	O=Cc1cc(OCc2ccccc2)ccc1[B-](F)(F)F	97	-89
33	Cc1cc(C(=O)N2CCN(c3ccc(C(F)(F)F)cn3)CC2)c(C)o1	-13	7
34	COc1ccc(Nc2nc(N)nc(CN3CCOCC3)n2)cc1	7	4
35	Cc1cc(OCC(=O)NC(C)c2ccccc2)ccc1[N+](=O)[O-] (stereo unspecified)	-8	-4
36	CCn1c(SCc2nc3sc(C(=O)O)c(C)c3c(=O)[nH]2)nc2ccccc21	2	-4
37	COCCN(C(C)=O)c1nnc(-c2ccccn2)s1	-1	-3
38	CCCN1CCN(C(=O)c2ccc(-c3ccc([N+](=O)[O-])cc3)o2)CC1	13	4
39	CCN1CCN(CC(=O)Nc2ccc(Cl)c(S(=O)(=O)N(C)C)c2)CC1	-6	6
40	Cc1[nH]c2ccccc2c(=O)c1SC(F)(F)C(F)C(F)(F)F (stereo unspecified)	-29	-1
41	CCN1C(=O)C(CC(=O)Nc2ccc(F)cc2)N(Cc2ccc3c(c2)OCO3)C1=S (stereo unspecified)	-2	-9
42	CCC(C)(C)NC(=O)COc1ccc(OCc2ccccc2)cc1	9	-1
43	CC(=O)Nc1cc(-c2ccc(N(C)C)cc2)cn2c(-c3ccc(F)c(Cl)c3)cnc12	11	25
44	CCOc1ccc(N(CC(=O)N/N=C/c2cc(Br)c(C)o2)S(C)(=O)=O)cc1	-4	-9
45	CC(C)CCN1C(Nc2ccccc2)=NC[C@@H]1CC(C)C	-14	5
46	COC(=O)c1ccccc1N=NNc1ccc([N+](=O)[O-])cc1	-5	11
47	Cc1ccc(OCCN2CCN(C(=O)CCC(=O)Nc3nnc(C(C)C)s3)CC2)cc1	-5	3
48	CN(c1ccc(OCC(=O)OCC(=O)Nc2c(F)c(F)c(F)c(F)c2F)cc1)S(=O)(=O)c1ccc(F)cc1	5	9
49	COC(=O)c1c(C)[nH]c(C(=O)C(C)OC(=O)C2=NNC(=O)CC2)c1C (stereo unspecified)	-6	3
50	O=C(NC1CCCCC1)C(c1ccc(O)c(O)c1)N(C(=O)Cn1nnc2ccccc21)c1cccc(O)c1 (stereo unspecified)	-8	5
51	CNc1ncnc2c1ncn2[C@H]1CN(Cc2ccncc2)C[C@@H](CO)O1	20	-7
52	CC(C)CC(=O)Nc1ccc(C(=O)COC(=O)C2CC(=O)N(Cc3ccccc3)C2)cc1 (stereo unspecified)	-15	7
53	CCN(CC)C(=O)c1cccc(-c2csc(C(O)c3ccc(F)cc3)n2)c1 (stereo unspecified)	-32	12
54	Nc1ncnc2c1ncn2[C@@H]1O[C@H](CNCc2cccn2-c2nccs2)[C@@H](O)[C@H]1O	4	3
55	CC(C)c1ccc(NC(=O)Nc2nc(C(N)CCc3ccccc3)cs2)cc1 (stereo unspecified)	134	-82
56	O=C(CSC1=NS(=O)(=O)c2cc(Cl)ccc2N1)Nc1ccccc1C(F)(F)F	4	0
57	Cc1ccc(C)c(NCC(O)c2ccccc2)c1 (stereo unspecified)	15	3
58	CCNC(=S)Nc1ccc(OC(F)(F)F)cc1	-7	7
59	N#C/C(=C\c1cccc(Oc2ccc(C(F)(F)F)cc2[N+](=O)[O-])c1)c1nc2ccccc2[nH]1	2	8
60	CCCCNC(=O)C1CC(=O)N(CCC(C)C)C1 (stereo unspecified)	4	4

Screen by screen, quoted from above.
Entries 20–23 in TAG inh DAPI viability read -7, 17, -4, -37
Entries 20–23 in TAG inh read -34, -9, 8, 26

Rewritten with one line to a screen: entries from further up
22: COc1cc(C(=O)Nc2ccc(Cl)c([N+](=O)[O-])c2)cc(OC)c1OC
23: CC(C)C[C@H](NC(=O)c1[nH]cnc1C(=O)Nc1ccc(Cl)cc1)C(=O)OC(C)(C)C
24: COc1ccc(OC)c(NC(=O)CCN2CC(C)OC(C)C2)c1 (stereo unspecified)
25: CC(O)[C@H]1CC[C@H]2[C@@H]3CC[C@H]4C[C@H](O)CC[C@]4(C)[C@H]3[C@H](O)C[C@]12C (stereo partly specified)
26: NS(=O)(=O)c1cccn1-c1ncc(C(F)(F)F)cc1Cl

entry no.	22	23	24	25	26
TAG inh	8	26	3	2	-5
TAG inh DAPI viability	-4	-37	-4	2	4

Further results
#	compound	TAG inh	TAG inh DAPI viability
61	COc1cc2sc3ccc(C#Cc4ccc(N)cc4)cc3c(=O)c2cc1OC	35	6
62	Cc1nn(Cc2ccccc2)c(C)c1CCC(=O)O	-7	-6
63	CN(CC(=O)Nc1cccc(F)c1)C(=O)COc1ccc2c(c1)CCC2	10	-5
64	O=C(Nc1ccccc1)/C(=C1\CCCN1)[N+](=O)[O-]	-9	-4
65	O=C(Nc1nc2c(F)cc(F)cc2s1)c1ccc([N+](=O)[O-])o1	15	-1
66	Cc1cccc(NC(=O)c2ccc3c(c2)OCCO3)n1	1	9
67	CC(=O)c1ccc(NC(=O)c2cnsn2)cc1	9	-4
68	COc1ccc(CCNC(=O)N2c3ccccc3Sc3ccccc32)cc1	-47	-1
69	Cc1cccc(Cn2cnc3ccccc32)c1	1	-2
70	CCN(CC)S(=O)(=O)c1cc(NC(=O)CSc2nccn2C)ccc1C	5	-6
71	CCC(=O)N1c2ccccc2NC2=C(C(=O)CCC2)C1c1ccco1 (stereo unspecified)	1	-2
72	O=C1C2C3C=CC(CC3)C2C(=O)N1c1ccc(Cl)cc1 (stereo unspecified)	-1	-10
73	CN(C)S(=O)(=O)c1ccc2c(c1)C(CC(=O)O)OC2=O (stereo unspecified)	14	-11
74	COc1ccccc1CNC(=O)Nc1nnc([C@H]2C[C@H](O)[C@@H](CO)O2)s1	0	-4
75	Cc1cc(Br)cc2c1NC(=O)C2(O)CC(=O)c1ccco1 (stereo unspecified)	-6	11
76	COc1ccc(/C=N/NC(=O)c2cccnc2)cc1COc1ccc(NC(C)=O)cc1	7	4
77	CC1OC2(OC1C)C(=O)Nc1ccccc12 (stereo unspecified)	9	-5
78	CCCC[C@H](CN(N=O)[C@@H](Cc1ccccc1)CN(C)N=O)N(CCc1ccccc1)N=O	2	-10
79	CCCc1nc(NCc2ccccn2)c2nnn(Cc3ccccc3F)c2n1	-9	4
80	CCOC(=O)C1CCCN(C(=O)c2ccc(SC(F)(F)F)cc2)CC1 (stereo unspecified)	8	-10
81	COc1cc(NC(=O)c2ccc(NS(=O)(=O)c3c(C)noc3C)cc2)cc(OC)c1	10	-12
82	CCCCOC(=O)c1ccc(O)cc1	25	-7
83	CCOC(=O)Cc1cc(-c2ccccc2)nc2ccc3ccccc3c12	-2	-2
84	CCc1nnc(N/N=C/c2cc(Br)c(O)cc2O)n1N	8	-9
85	N/C(Cc1nc2ccccc2s1)=N\O	-4	0
86	CC(C)Sc1nc2sc3c(c2c2nnc(SCC(=O)NCc4ccco4)n12)CCCC3	-1	14
87	CC(C)(O)c1cn(-c2nonc2N)nn1	5	12
88	COC(=O)c1cnc(NNS(=O)(=O)c2ccc(C(F)(F)F)cc2)nc1C(F)(F)F	-2	7
89	COc1ccc(C(=O)NCC(=O)OCC(=O)c2ccc3c(c2)OCCO3)cc1	-8	-6
90	OC[C@@H]1CN(Cc2ccncc2)C[C@H](n2cnc3c(N4CCN(c5ccccc5)CC4)ncnc32)O1	-10	2
91	COc1ccc(NS(=O)(=O)c2cc(NS(=O)(=O)c3cccs3)ccc2C)cc1	-13	3
92	Cn1cc(CN2CCC[C@H]2CO)c(-c2cccc(Cl)c2)n1	-17	8
93	CCCCN1c2ccccc2N(CCCO)c2cc(C)nnc21	-7	0
94	O=C(NCc1ccccc1CN1CCCC1)C1CCN(C(=O)c2ccc(F)cc2)CC1	-12	-3
95	CC(C)C(=O)N1CCN(c2ccccc2N)CC1	3	-3
96	CC(C)c1ccccc1NC(=O)Nc1ccc2c(c1)OCO2	-5	4
97	COc1ccc(NC(=O)NC2(C(=O)N3CCCCCC3)CCCCC2)cc1	15	3
98	COc1ccc(-c2coc3c(C(=O)NCc4ccco4)cccc23)c(C)c1	-33	-6
99	Cc1ccc(S(=O)(=O)N(C)CC(=O)Nc2ncccc2C)cc1	5	0
100	OC[C@@H]1CN(Cc2ccco2)C[C@H](n2cnc3c(N4CCN(c5ccccc5)CC4)ncnc32)O1	9	-2
101	N#Cc1ccc(C(=O)N(Cc2ccco2)c2c(N)n(Cc3ccccc3)c(=O)[nH]c2=O)cc1	2	6
102	C[C@@H](NCCc1ccc(O)cc1)[C@@H](O)c1ccc(O)cc1	-23	7
103	COc1cc(OC)cc(C(=O)NCCSC2CCCCC2)c1	-1	-12
104	CCc1ccc(N2CC(C(=O)Nc3ccc(S(=O)(=O)N4CCCCC4)cc3)CC2=O)cc1 (stereo unspecified)	-5	5
105	CCn1cc(/C=C/C(=O)c2ccc(O)cc2)c(C)n1	5	-6
106	CCN(CC)S(=O)(=O)c1ccc(C(=O)NCc2n[nH]c(=S)n2-c2ccc(Cl)c(Cl)c2)cc1	-13	3
107	COc1cc(C(=O)OCC(=O)Nc2cccc(S(=O)(=O)N3CCOCC3)c2)ccc1OCC(C)C	14	-3
108	C=CCn1c(=O)c(C(=O)Nc2cccnc2)c(O)c2ccccc21	-8	22
109	CS(=O)(=O)Nc1ccc(S(=O)(=O)NC2CCCCC2)cc1	-9	5
110	CCCSc1nc2cc(OC)c(OC)cc2c(=N)n1CCCN1CCOCC1	16	27
111	O=C(Cc1ccc(Cl)cc1)NCC(=O)N1CCN(c2ccccc2)CC1	-12	4
112	CCN(CC)S(=O)(=O)c1ccc2[nH]c(=O)cc(C(=O)Nc3ccc(C)cc3)c2c1	0	-3
113	COc1ccc(CCNC(=O)CSc2nnc3ccc(-c4cccnc4)nn23)cc1	4	0
114	CCOC(=O)c1sc2nc(CN3CCN(c4cccc(C(F)(F)F)c4)CC3)[nH]c(=O)c2c1C	-26	9
115	Cc1ccc(C2CC2C(=O)NNC(=S)Nc2cccc(C)c2)cc1 (stereo unspecified)	-8	2
116	Cn1c(O)c(C=NCCCCCC(=O)O)c(=O)n(C)c1=O	-16	19
117	O=C(/C=C/c1ccc(-c2cccc([N+](=O)[O-])c2)o1)N1CCOCC1	3	-2
118	O=C(CN1C(=O)c2ccccc2S1(=O)=O)c1cccc(Br)c1	-15	-1
119	Cn1cccc1/C=N/NC(=O)Cc1cccc2ccccc12	-32	7

Part of the list above, with each value named:
69: Cc1cccc(Cn2cnc3ccccc32)c1
  TAG inh: 1	TAG inh DAPI viability: -2

20: NC(=O)COC(=O)CCSc1ccc(Cl)cc1
  TAG inh: -34	TAG inh DAPI viability: -7

16: O=C/C(=C\Nc1ccc(Cl)cn1)c1nc2ccccc2o1
  TAG inh: -13	TAG inh DAPI viability: 7

The list is partial. The share of hits here may be higher or lower than overall.
